Source: PubChem (several laboratories)
KOR beta-arrestin-1 = KOR antagonists, beta-arrestin recruitment, cell-based, luminescence, uHTS (AID 1778); inhibition, % at 10 µM; hits with a dose series show IC50 in µM; KOR beta-arrestin recruitment, luminescence, antagonist mode; higher % means a stronger effect; 290,000 compounds, 0.091% hits; also: strong numbers were not always called active
Dynein cargo inh = dynein cargo transport inhibition; 220,000 compounds, 0.47% hits; z-score, hits read low; 3617.4 mouse cells, GR-EGFP nuclear translocation imaging; test concentration mostly 20 µM; stimulated with dexamethasone, 1 µM; stronger effect = lower value;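 active = plate z-score of nuclear minus cytoplasmic receptor signal below a set negative limit, without overly bright fluorescence or cell loss, cut at about -3.5 in these data, passing the limit was not always enough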;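 also: z-score of nuclear minus cytoplasmic ring GR-EGFP intensity difference per well; some compounds called inactive have numbers as strong as hits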
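Buffer or medium: Induction medium lacking tetracycline, stripped serum | Also added: Dexamethasone agonist, 1.0 µM final, for 30 min | Timing: 48 h induction, 1 h compound, 30 min dex at 37 °C | Detection: Formaldehyde fixation, Hoechst nuclear stain, 10x automated fluorescence imaging | Measure: Nuclear versus cytoplasmic GR-EGFP signal, averaged per well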
NOD1 inhibition = inhibition of NOD1-driven NF-kB reporter – cell-based, luminescence, uHTS, primary screen (AID 1578); NOD1-driven NF-kB luciferase reporter cells, luminescence; higher % means a stronger effect; one-dose inhibition, % at 4 µM; EC50 in µM for titrated hits; 290,000 compounds, 1% hits; in the data active = inhibition mostly above about 36%, no sharp cut-off; inactive = mostly below about 34%;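 also: HEK-293T reporter cells stimulated with the NOD1 agonist gamma-tri-DAP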
HEK293 NOD2/NF-kB = NOD2 signaling inhibitors, cell-based, luminescence, uHTS, HEK293 (AID 1566) | 290,000 compounds, 0.63% hits | inhibition, % at 4 µM; hits with a dose series show EC50 in µM | HEK293 NOD2/NF-kB luciferase reporter, luminescence; higher % means a stronger effect; also: many of its hits are not listed in these tables
AID2073 = disruptors of CaV2.2 binding to Mint1 – biochemical, HTRF (AID 2073). 290,000 compounds, 0.19% hits. HTRF protein-protein interaction, Mint1-CaV2.2; higher % means a stronger effect. inhibition, % at 20 µM, or IC50 in µM where a hit was titrated; in the data active = inhibition mostly above about 51%, no sharp cut-off; inconclusive = no clear call, values can overlap the other calls; inactive = mostly below about 53%; also: some results filed as inactive read as strong as hits
GPR55 beta-arrestin = selective activators of receptor GPR55 – imaging, U2OS cells, beta-arrestin-GFP redistribution, primary screen (AID 1961); U2OS GPR55 beta-arrestin-GFP redistribution imaging; higher % means a stronger effect; one-dose activation, % at 10 µM; EC50 in µM for titrated hits; 290,000 compounds, 0.048% hits;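 active = activation above 40% with more than 50 cells counted in the well; inconclusive = wells holding fewer than 50 cells, flagged as toxic or sparse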;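 also: U2OS osteosarcoma cells stably expressing GPR55 and beta-arrestin-GFP; plate controls were DMSO negative control for no effect and LPI positive control for full effect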
P. falciparum M17LAP = P. falciparum M17LAP inhibitors, primary screen, biochemical, fluorogenic H-Leu-NHMec substrate, 1536-well (AID 1619); recombinant M17LAP, H-Leu-NHMec fluorogenic kinetic assay; higher % means a stronger effect; 220,000 compounds, 0.38% hits; inhibition, % at 30 µM; hits with a dose series show IC50 in µM;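 active = compound inhibiting the enzyme by more than half at any dose during confirmatory dose-response retesting; inconclusive = strong single-dose inhibitors picked by rank but not retested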;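 also: plate controls were full reaction with DMSO carrier for no effect and no enzyme background for full effect; strong numbers were not always called active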
M1AAP inhibition = P. falciparum M1AAP inhibitors, biochemical, fluorogenic H-Leu-NHMec substrate, 1536-well (AID 1445); inhibition, % at 30 µM, or IC50 in µM where a hit was titrated; 220,000 compounds, 0.42% hits; recombinant M1AAP, H-Leu-NHMec fluorogenic kinetic assay; higher % means a stronger effect;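 active = primary inhibition above the hit cutoff, then over 50% inhibition at one or more dose response concentrations, cut at about 23% in these data, passing the limit was not always enough; inconclusive = conflicting primary data, or primary hits not chosen for dose response; inactive = low primary inhibition, or under 50% at every dose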;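 also: plate controls were DMSO full reaction for no effect and no enzyme background for full effect; strong numbers were not always called active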
KOR beta-arrestin-2 = kappa opioid receptor activators – cell-based, luminescence, uHTS, primary screen (AID 1777) | one-dose activation, % at 10 µM; EC50 in µM for titrated hits | 280,000 compounds, 0.02% hits | KOR beta-arrestin recruitment, luminescence; higher % means a stronger effect; in the data active = activation above about 50%, passing the limit was not always enough; also: a part of the inactive calls stands beside numbers as strong as those of hits
Dynein cargo inh cytoplasmic EGFP = further read-out of Dynein cargo inh, marked with its call; z-score; measured here: cytoplasmic GR-EGFP intensity; stronger effect = higher value
Dynein cargo inh nuclear GR-EGFP = further read-out of Dynein cargo inh, marked with its call; z-score; measured here: nuclear GR-EGFP intensity;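 lower value marks the stronger effect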
Dynein cargo inh cell count = further read-out of Dynein cargo inh, marked with its call; z-score; measured here: cell count per field
Active calls of the source: *; ? = inconclusive; nt = no result given; [ ] = another dose, or the depositor's remark. Rule as the data show it, unless noted: active = inhibition above about 50%; inactive = the rest. A portion of the library; the hit share may differ from the screen's.

SMILES	KOR beta-arrestin-1	Dynein cargo inh	Dynein cargo inh cytoplasmic EGFP	Dynein cargo inh nuclear GR-EGFP	Dynein cargo inh cell count	NOD1 inhibition	HEK293 NOD2/NF-kB	AID2073	GPR55 beta-arrestin	P. falciparum M17LAP	M1AAP inhibition	KOR beta-arrestin-2
O=C(Nc1ccccc1C(=O)N1CCCCC1)c1ccc(Cl)cc1Cl	2%	nt	nt	nt	nt	-20%	15%	-2%	-0.2%	nt	nt	-5.2%
CCOC(=O)C1CCN(C(=O)Nc2ccc3nc(-c4ccco4)c(-c4ccco4)nc3c2)CC1	28%	-4.5*	0.37*	-2*	-0.013*	-14%	5%	83%*	-0.3%	12%	?	-2.1%
Nc1ccc2c(c1)nc(Cc1ccccc1)n2CCO	-29%[20 µM]	-0.81	-0.26	-0.33	0.77	-20%	11%	4%	-0.1%	15%	9%	nt
COc1ccccc1NCC(=O)NNCC(=O)Nc1ccc(F)c(Cl)c1	-13%	-0.46	-0.34	-0.31	0.97	-23%	-6%	-6%	0.4%	29%	6%	2.5%
CCOC(=O)CNC(=O)CSc1nnc(C)c(=O)[nH]1	19%	0.46	-0.22	0.58	-1.4	6%	21%	2%	0.4%	8%	1%	-5.4%
Cc1[nH]c(=O)nc(SCc2ccc(Cl)c(Cl)c2)c1C#N	-58%	nt	nt	nt	nt	-22%	-7%	-3%	-0.2%	nt	nt	7.2%
COc1ccc(OCC(=O)NCCCCCCNC(=O)COc2ccc(OC)cc2)cc1	32%	nt	nt	nt	nt	-34%	0%	-4%	-0.2%	nt	nt	-3.0%
O=[N+]([O-])c1ccc(Oc2ccc(OCc3ccccc3)cc2)nc1	4%	nt	nt	nt	nt	3%	0%	14%	-0.1%	nt	nt	2.9%
CC(C(=O)NC(=O)NCc1ccccc1)N1C(=O)c2ccccc2C1=O (stereo not drawn)	8%	0.35	-0.27	0.15	0.41	-27%	7%	-7%	0.3%	4%	20%	-5.7%
COc1cccc(OC)c1C(=O)NC(=S)Nc1cc(-c2nc3ccccc3[nH]2)ccc1Cl	33%	0.5	-0.22	0.41	0.11	-33%	11%	1%	-0.1%	-2%	1%	6.1%
Cc1ccc(S(=O)(=O)N(CC(=O)NCc2ccncc2)Cc2ccc(F)cc2)cc1	-15%	nt	nt	nt	nt	-16%	5%	3%	-0.1%	nt	nt	2.1%
COc1ccc(COC(=O)NC2CCN(S(=O)(=O)c3ccc(OC)cc3)CC2)cc1	-11%	2.7	-0.089	1.4	-3.6	nt	nt	-6%	-0.2%	-2%	0%	-1.6%
COc1cc2c(cc1OC)C(c1ccc(Br)cc1)CC(=O)N2 (stereo not drawn)	12%	nt	nt	nt	nt	39%	1%	0%	0.3%	nt	nt	4.0%
COCc1[nH]nc2c1C(c1ccc(F)cc1F)C(C#N)=C(N)O2 (stereo not drawn)	13%	nt	nt	nt	nt	21%	14%	-2%	-1.0%	13%	2%	-0.7%
CCOC(=O)C(C(=O)NCc1ccc(C)cc1)c1ncc(C(F)(F)F)cc1Cl (stereo not drawn)	-8%	-0.32	-0.2	-0.32	0.69	-4%	4%	-4%	-0.1%	3%	4%	-0.5%
O=C(Cn1nnc2ccccc21)Nc1ccc([N+](=O)[O-])cc1	3%	0.028	0.18	-0.027	-0.41	4%	9%	-1%	-0.1%	6%	5%	-3.1%
CCCCOc1ccc(NC(=O)C(=O)NCCC2=CCCCC2)cc1	-7%	-0.47	-0.12	0.022	0.9	3%	-11%	14%	0.3%	-3%	-5%	7.1%
CC(Sc1nc(N)cc(=O)[nH]1)C(=O)Nc1nc2c(s1)CCCC2 (stereo not drawn)	22%	nt	nt	nt	nt	30%	19%	-2%	-0.2%	nt	nt	-1.6%
Cc1cccc(C)c1N(CC(O)Cn1c2ccccc2c2ccccc21)S(C)(=O)=O (stereo not drawn)	-8%	-0.32	-0.086	0.26	0.092	-1%	-7%	17%	-0.1%	6%	3%	-2.0%
CN(C)CCOC(c1ccc(Cl)cc1)c1ccccn1 (stereo not drawn)	27%	-0.82	-0.19	-0.31	0.48	-41%	9%	-5%	-0.3%	-4%	6%	-2.2%
COc1ccc(N(CC(=O)Nc2ccc(C)c(C)c2)S(=O)(=O)c2c(C)n[nH]c2C)cc1	-2%	1.5	-0.48	0.48	-0.45	-1%	24%	-9%	-0.4%	9%	-1%	-3.7%
Cc1ccc(-c2nc(CS(=O)CC(=O)N3CCN(c4ncccn4)CC3)c(C)o2)cc1 (stereo not drawn)	26%	-0.74	-0.15	-0.26	-0.08	-10%	21%	-2%	0.9%	0%	0%	5.5%
COc1cccc(N2CC(O)Cn3c2nc2c3c(=O)n(CCCc3ccccc3)c(=O)n2C)c1 (stereo not drawn)	nt	-0.24	-0.31	-0.041	-0.057	-6%	-1%	3%	0.4%	35%	3%	-6.0%
Cc1ccc(-c2ccc(C(=O)NCc3ccccc3)o2)c2ccccc12	-18%	0.32	-0.2	0.49	0.25	-6%	25%	6%	0.2%	-2%	9%	0.4%
CCN1C(=O)N(c2ccc(Cl)cc2)C(C)=CC1(C)C	0%	0.65	-0.15	0.46	-1.7	nt	14%	-5%	-0.1%	-7%	1%	0.0%
CC(C)[C@@H]1NC(=O)c2cc([N+](=O)[O-])cc(F)c2NCCC[C@@H](C(N)=O)NC(=O)[C@H](CO)NC1=O	25%	0.78	-0.35	0.67	0.85	-16%	-6%	-14%	-0.1%	13%	5%	-2.7%
COc1ccc(-n2c(-c3ccco3)n[nH]c2=S)cc1	28%	-0.87	-0.29	-0.28	0.33	13%	6%	41%	0.3%	-10%	-5%	-2.9%
COc1ccc2no[n+]([O-])c2c1	-32%	-0.086	-0.29	0.87	0.54	-10%	-5%	-10%	-0.3%	6%	-6%	-0.7%
COc1ccc(N2C(S)=C(C#N)C(=O)NC23CCCCC3)cc1	-5%[20 µM]	0.84	-0.14	0.94	-1	-41%	-2%	46%	-0.1%	12%	8%	nt
Cc1[nH]c2ccccc2c1C1C(c2ccccc2)=NN=C(C(C)C)N1O (stereo not drawn)	16%	-0.58	-0.21	-0.086	0.76	5%	-4%	-3%	0.4%	35%	5%	-2.1%
CCOC(=O)Cn1nnnc1C(CC)N(Cc1cc2c(C)cc(C)cc2[nH]c1=O)C1CCCC1 (stereo not drawn)	-9%	nt	nt	nt	nt	0%	13%	-10%	-0.1%	nt	nt	4.9%
OCCN1CCOCCOc2ccccc2OCCOCC1	-56%[20 µM]	nt	nt	nt	nt	-3%	-10%	2%	0.3%	nt	nt	10%
Cc1cccc(C(=O)NNC(=O)CCC(=O)Nc2cccc(Cl)c2C)c1	11%	-0.24	-0.24	-0.33	0.29	-28%	4%	-4%	-0.3%	3%	-2%	3.2%
CC(C)(C)OC(=O)C(Cc1ccc(OC(C)(C)C)cc1)NC(=O)CNC(=O)CNC(=O)OCc1ccccc1 (stereo not drawn)	20%	-0.07	-0.21	-0.31	-0.19	-23%	8%	-3%	-0.2%	-13%	-11%	-2.9%
CCCCNC(=O)c1ccc2c(c1)N(CC)C(=O)c1ccccc1S2(=O)=O	29%	-0.26	-0.087	0.22	-0.32	-22%	8%	-2%	0.2%	-10%	-5%	-0.8%
O=C(NCc1cccnc1)/C(=N\O)c1ccccc1	13%	-0.037	-0.03	-0.064	0.1	8%	8%	3%	-0.1%	-2%	-2%	-1.2%

Some of these compounds in order of the P. falciparum M17LAP value, largest number first:
SMILES | P. falciparum M17LAP
Cc1[nH]c2ccccc2c1C1C(c2ccccc2)=NN=C(C(C)C)N1O (stereo not drawn) | 35%
COc1ccc(N2C(S)=C(C#N)C(=O)NC23CCCCC3)cc1 | 12%
COc1ccc2no[n+]([O-])c2c1 | 6%

Remaining list, next part:
SMILES	KOR beta-arrestin-1	Dynein cargo inh	Dynein cargo inh cytoplasmic EGFP	Dynein cargo inh nuclear GR-EGFP	Dynein cargo inh cell count	NOD1 inhibition	HEK293 NOD2/NF-kB	AID2073	GPR55 beta-arrestin	P. falciparum M17LAP	M1AAP inhibition	KOR beta-arrestin-2
COc1ccc(N2C(=O)CS/C2=C\[N+](=O)[O-])cc1	-4%	0.62	-0.23	0.82	0.19	nt	11%	-4%	0.2%	2%	6%	-1.6%
CN1CCN(C(=O)c2ccc(C(C)(C)C)cc2)CC1	37%	0.87	-0.21	0.65	-0.11	-7%	1%	1%	-0.2%	4%	6%	-3.8%
Cc1cccc(C(=O)NCc2nnc3c4ccccc4c(-c4ccccc4)nn23)c1	27%	0.37	0.056	0.41	0.76	-16%	17%	11%	-0.3%	5%	12%	0.5%
N#CCc1ccc(NC(=O)/C=C/c2ccc([N+](=O)[O-])o2)cc1	-15%	-0.76	-0.27	-0.56	0.58	18%	-1%	22%	0.4%	14%	12%	7.2%
CC1CCCC(C)N1/N=C/c1ccccc1C(=O)O (stereo not drawn)	-12%	-1.3	-0.34	-0.36	1	-42%	9%	38%	0.0%	-4%	-7%	-1.0%
COc1cccc(NC(=S)NCc2cccs2)c1	4%	-0.82	-0.31	-0.68	0.86	-26%	-6%	-11%	0.6%	-4%	2%	8.0%
CC(Nc1nc(N2CCN(S(C)(=O)=O)CC2)nc2ccccc12)c1ccccc1 (stereo not drawn)	-32%	-0.13	-0.28	-0.09	0.63	-39%	7%	16%	0.9%	-9%	7%	-2.2%
COc1ccc2c(c1)c1nc3n(c(=O)c1n2CC(=O)Nc1ccccc1)CCCS3	-29%	nt	nt	nt	nt	-18%	14%	14%	-0.2%	nt	nt	8.1%
Cc1cc(NC(=O)C2CCCN2C(=O)Nc2cccc(Cl)c2)ccc1-n1cnnn1 (stereo not drawn)	-11%[20 µM]	1.8	1.7	1.7	-1.9	54%	34%	17%	-0.1%	-14%	8%	nt
Cc1cc(C)c(C(=O)Nc2cccc(F)c2)c(Cl)n1	26%	0.78	-0.36	-0.0077	-0.37	-30%	2%	-6%	0.0%	8%	2%	-1.8%
Cc1cc(=O)oc2cc(OC(=O)c3ccccc3)ccc12	-22%	1.1	-0.049	0.7	-0.17	-10%	3%	16%	0.3%	-41%	0%	1.0%
